core dimer inh – HCV core protein dimerization inhibition; TR-FRET GST/Flag-core106 dimerization, 1536-well; AID 1899; 300,000 compounds, 0.33% hits; inhibition, % at 5 µM;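 active means inhibition above the mean of all tested compounds plus 3 SD, set per screening campaign, cut at about 45% in these data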
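Assay system – GST-tagged and Flag-tagged HCV core protein residues 1-106 · Quantity – core106 proteins, GST 13.5 nM and Flag 17 nM · Benchmarks – unlabelled core106 and no-GST-core106 wells · Read-out basis – percent inhibition of core106 dimerization signal · Detection – time-resolved FRET, ex 340 nm, em 617 and 671 nm · Schedule – 4 h at 22.5 °C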
proCasp7 act – activates human procaspase-7, counter-screen for procaspase-3 activators | P55210 | recombinant procaspase-7, Ac-DEVD-pNA absorbance 405 nm; D23A/D198A/D206A triple mutant, cannot self-cleave; scale: DMSO 0, 5 µM enzyme 100 | 330,000 compounds, 0.093% hits | activation, % at 8.5 µM;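 active means percent activation above the screen-wide mean plus 3 SD, cut at about 25% in these data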
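System: Procaspase-7 triple mutant (PC-7 D3A); measure: % activation from two-timepoint absorbance difference, scaled to controls; times: 1 h compound preincubation, 2 h substrate cleavage, 25 °C; also added: Ac-DEVD-pNA substrate, 400 µM as added; measured by: Epi-absorbance of released pNA at 405 nm, two timepoints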
GRK2 inh – human GRK2 inhibition via aptamer displacement; P25098; bead flow cytometry, FAM-aptamer displacement from GRK2; inhibition of aptamer binding, % at 10 µM; 330,000 compounds, 0.59% hits;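 active means inhibition of aptamer binding above 40%, roughly 3 SD of noise, on plates passing a quality check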;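 further: median bead fluorescence of bound FAM aptamer so fluorescent compounds give negative values; no value below 0 was filed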
Target sequence (P25098 whole entry, looked up): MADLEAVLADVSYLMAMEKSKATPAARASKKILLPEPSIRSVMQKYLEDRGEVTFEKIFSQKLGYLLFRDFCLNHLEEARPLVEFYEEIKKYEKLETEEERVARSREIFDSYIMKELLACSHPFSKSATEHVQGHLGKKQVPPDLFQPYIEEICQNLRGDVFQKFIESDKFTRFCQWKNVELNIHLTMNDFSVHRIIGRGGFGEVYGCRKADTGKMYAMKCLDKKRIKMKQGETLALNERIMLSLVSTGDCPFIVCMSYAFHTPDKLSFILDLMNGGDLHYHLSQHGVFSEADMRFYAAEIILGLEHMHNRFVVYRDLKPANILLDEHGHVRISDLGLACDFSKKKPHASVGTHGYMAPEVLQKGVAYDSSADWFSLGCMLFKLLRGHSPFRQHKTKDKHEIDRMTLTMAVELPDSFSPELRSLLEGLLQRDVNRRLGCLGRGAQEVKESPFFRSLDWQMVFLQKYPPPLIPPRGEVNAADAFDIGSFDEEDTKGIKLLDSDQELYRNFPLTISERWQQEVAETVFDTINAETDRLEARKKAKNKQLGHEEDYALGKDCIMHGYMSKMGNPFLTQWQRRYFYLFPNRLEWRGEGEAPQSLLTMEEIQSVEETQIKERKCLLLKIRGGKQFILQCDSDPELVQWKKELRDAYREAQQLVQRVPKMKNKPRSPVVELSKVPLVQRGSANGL
PP5 primary – PP5 (human) phosphatase inhibition. P53041. purified PP5c, OMFP substrate fluorescence. inhibition, % at 6.7 µM. 320,000 compounds, 0.18% hits;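 active means inhibition above the campaign's mean inhibition across all tested compounds plus 3 SD, cut at about 9.5% in these data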;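 further: 0% = DMSO only and 100% = 100 µM cantharidin control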
Fh CTSL1 inh – cathepsin L1 inhibition, PFM18AAP counter-screen. recombinant F. hepatica cathepsin L1, Z-Leu-Arg-MCA fluorescence. 300,000 compounds, 0.49% hits. inhibition, % at 5.96 µM;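 active means inhibition above the mean of all tested compounds plus 3 SD, set per screening campaign, cut at about 17% in these data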;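 further: 0% = plate median of test compound wells and 100% = 1 µM Z-Phe-Ala-diazomethylketone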
GASC-1 inh – human JMJD2C demethylase inhibition. GST-JMJD2C(1-420) H3K9me3 demethylation, DELFIA europium. inhibition, % at 2.35 µM. 330,000 compounds, 0.069% hits. Q9H3R0;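 active means more than half of a compound's replicate wells show inhibition beyond 50%, single wells judged on their own value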;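 further: signal counts dimethyl H3K9 product captured on neutravidin plate; 0% = median of DMSO wells and 100% = 0.3 times that DMSO median; strong numbers were not always called active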
Target sequence (Q9H3R0 1-420 limits assumed): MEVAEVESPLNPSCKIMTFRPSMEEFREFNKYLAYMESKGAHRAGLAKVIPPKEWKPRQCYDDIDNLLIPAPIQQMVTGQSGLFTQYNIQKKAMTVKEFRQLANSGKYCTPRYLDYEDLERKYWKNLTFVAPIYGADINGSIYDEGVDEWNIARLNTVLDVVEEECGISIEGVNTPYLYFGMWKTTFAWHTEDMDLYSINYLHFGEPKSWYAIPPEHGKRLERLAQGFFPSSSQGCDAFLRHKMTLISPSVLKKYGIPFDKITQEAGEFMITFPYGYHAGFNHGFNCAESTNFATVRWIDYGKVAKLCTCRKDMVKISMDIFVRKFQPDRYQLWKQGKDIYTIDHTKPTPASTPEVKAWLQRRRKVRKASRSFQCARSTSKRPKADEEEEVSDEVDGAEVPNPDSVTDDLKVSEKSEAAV
PP1 inh – counter-screen for PP5 inhibitors: inhibitors of human PP1-alpha; inhibition, % at 6.7 µM; P62136; purified PP1alpha, OMFP fluorescence; 320,000 compounds, 0.9% hits;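 active means inhibition above the mean inhibition of all tested compounds plus 3 SD, computed separately for each screening campaign, cut at about 15% in these data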
proCasp3 act – activators of human procaspase-3; recombinant procaspase-3 D3A, Ac-DEVD-pNA absorbance 405 nm; P42574; activation, % at 8.5 µM; AID 463141; 330,000 compounds, 0.11% hits;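 active means activation above the mean of all tested compounds plus 3 SD, cut at about 21% in these data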;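 further: 0% = DMSO alone and 100% = DMSO wells spiked with extra 5 µM PC-3 D3A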
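Evaluation: percent activation relative to control range; Material: Procaspase-3 D3A mutant, all three cleavage aspartates alanine; Compound: single dose, 8.5 µM nominal compound, 0.8% DMSO; Replication: one well per compound; Signal: absorbance at 405 nm, 0 and 120 min; Schedule: 1 h preincubation plus 2 h reaction at 25 °C.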
VLA-4 inh – inhibition in a human VLA-4 binding assay; VLA-4 expressing cells, ligand binding flow cytometry; inhibition, % (about 7 µM as worked out from the volumes in the protocol); AID 2557; 330,000 compounds, 0.2% hits; in the data active means inhibition above about 50%
Numbers without * were called inactive; i = inactive; / = no result given.

SMILES	core dimer inh	proCasp7 act	GRK2 inh	PP5 primary	Fh CTSL1 inh	GASC-1 inh	PP1 inh	proCasp3 act	VLA-4 inh
COC(=O)C1=C(c2cc3ccccc3s2)C[C@@H]2CC[C@H]1N2C(=O)NCC1CC1	2	12	1	4.3	0	6	0	6	4
COC(=O)C1=C(c2c(C)noc2C)C[C@@H]2CC[C@H]1N2C(=O)N1CCC(O)(c2ccc(Cl)cc2)CC1	/	3	3	-0.2	/	2	-2	2	27
Fc1ccccc1N1CCN(Cc2ccc3c(c2)OCO3)CC1	-4	3	0	3.7	0	/	0	7	0
CC(=O)[C@H]1CC[C@H]2[C@@H]3CC[C@H]4C[C@H](O)CC[C@]4(C)[C@H]3C(=O)C[C@]12C	-2	-1	0	2.5	1	-5	-3	8	22
CC(C)OC(=O)Cc1ccccc1	/	6	0	0.1	/	4	-5	4	18
COc1cccc(C(=O)C2CCCN(Cc3ccccn3)C2)c1 (configuration not stated)	2	11	3	3.9	-3	12	-2	12	-1
Cc1cccc(NC(=O)COC(=O)c2cc(C)n(C3CC3)c2C)c1	/	0	0	4.1	/	4	6	0	13
Cc1ccc(S(=O)(=O)N(C)N=O)cc1	11	-1	3	0.1	-4	/	-4	-5	22
CCC(CC)NCc1c[nH]c2ccccc12	1	6	0	0.7	-2	-6	3	-6	49
Nc1ccccc1C(=O)OCC(=O)Nc1ccc(Br)cc1F	-2	1	4	1.8	-2	3	-2	-2	3
COC(=O)C1=C(c2cc3ccccc3o2)C[C@@H]2CC[C@H]1N2C(=O)N1CCOCC1	4	-1	0	3.1	1	3	2	-2	24
CCCc1[nH]nc2c1C1(C(=O)N(Cc3ccccc3)c3ccccc31)C(C(=O)OC)=C(N)O2 (configuration not stated)	10	9	0	4.4	0	5	2	-6	12
CC[C@H](OC(C)=O)C(C[C@H](C)N(C)C)(c1ccccc1)c1ccccc1	/	10	0	/	/	/	/	11	18
COc1cccc2cc(-c3cc(=O)oc4ccc(OC(=O)N(C)C)cc34)oc12	4	-1	1	-0.8	2	-3	-2	-5	-2
COC(=O)C1=CO[C@@H](C)[C@H]2CN3CC[C@]4(C(=O)Nc5ccccc54)[C@@H]3C[C@H]12	1	5	2	-0.1	3	10	-6	6	3
Cn1c(O)c(C(=Nc2ccc(F)cc2)c2ccccc2)c(=O)n(C)c1=O	-2	8	3	-0.3	-6	4	1	-2	6
CC(=O)N(C1=NCCCS1)c1ccc(F)cc1	-2	9	3	0.8	4	-2	-4	-4	-4
CC1(C)CC(=O)C2=C(C1)NC(=O)C21C(C(=O)OC(C)(C)C)=C(N)Oc2ccc(Br)cc21 (configuration not stated)	2	-5	0	1.6	1	6	0	4	9
COc1ccc(CC(C)Nc2cccc(F)c2)cc1 (configuration not stated)	10	4	3	1.9	5	-11	-1	3	1
O=C(c1cccc(Cl)c1)C1CCCN(Cc2ccon2)C1 (configuration not stated)	-5	-3	0	3.6	1	0	1	7	-3
COc1ccc(C2C(C(=O)N3CCC4(CC3)OCCO4)c3cc(OC)c(OC)cc3C(=O)N2C)cc1 (configuration not stated)	1	2	0	1.9	-4	-6	0	4	4
Cn1c(=O)c2c(ncn2CCCl)n(C)c1=O	-3	-5	3	3.4	2	7	-2	1	-17
Cn1c(O)c(C=NCCCN2CCCC2=O)c(=O)n(C)c1=O	-6	-5	1	1.5	6	29	-3	4	10
CC(=O)Nc1ccc(C2CN(C)CC2C(=O)c2ccc(Cl)cc2)cc1 (configuration not stated)	3	11	0	-2.2	-1	12	-1	7	5
O=C(c1cccc(C(F)(F)F)c1)N1C[C@H]2C[C@@H](C1)c1cccc(=O)n1C2	-4	3	0	1.9	-2	i	-2	-4	1
CC(C)OS(C)(=O)=O	/	4	0	1.3	/	13	2	4	12
COc1ccc(C[C@H]2NC[C@H](O)[C@H]2OC(C)=O)cc1	6	-4	0	-2.5	6	16	-10	5	24
COc1ccc(CCNCc2c(OC)ccc3ccccc23)cc1	-2	-9	0	-0.1	-4	-14	1	9	4
CCN(CC)CCCN=Cc1c(O)n(-c2cccc(C)c2C)c(=O)[nH]c1=O	2	0	0	1.8	5	0	1	-3	-7
O=C1NC(=O)N(CC2CCCO2)C(=O)/C1=C/c1cccs1 (configuration not stated)	-5	-14	1	1.1	-4	-2	-5	-5	19
CN(C)c1ccc(N=Cc2c(O)n(CCC3=CCCCC3)c(=O)[nH]c2=O)cc1	2	-13	0	3.6	1	10	-1	1	1
COC(=O)C1=C(c2ccc(Cl)c(C(F)(F)F)c2)C[C@@H]2CC[C@H]1N2C(=O)N1CCOCC1	/	2	0	-0.5	/	0	-3	-2	-11
NCCc1ccc(O)cc1	-3	-5	0	2.4	0	5	-2	2	0
CCC1(c2cccc(O)c2)CCCCN(C)C1 (configuration not stated)	-3	-4	0	0.6	1	/	0	1	28
O=C1NC(=O)C(CCc2ccncc2)(Cc2ccc3c(c2)OCO3)C(=O)N1CCc1ccccc1 (configuration not stated)	1	1	0	2.7	2	2	4	1	0
NC1=NC(c2cccnc2)n2c(nc3ccccc32)N1 (configuration not stated)	3	9	3	-1.4	1	6	-3	6	14
CC(Oc1ccc(-c2ccccc2)cc1)C(=O)O (configuration not stated)	-2	-3	3	-1.6	2	58	-4	-9	6
CN1CCN(c2ccc(C(F)(F)F)cc2N)CC1	6	2	2	-1.0	-1	2	-3	4	2
C=C(C)[C@@H]1C2C(=O)O[C@H]1[C@H]1OC(=O)[C@@]34OC3C[C@]2(O)[C@@]14C (some centres not stated)	1	4	1	-1.7	-1	/	-1	4	3
CC(=O)NC1C(OC(=O)Cc2ccccc2)OC(COC(C)=O)C(OC(C)=O)C1OC(C)=O (configuration not stated)	3	6	1	-1.2	-3	12	0	2	-10
CC[C@]12C=CCN3CCC4(c5cc(Br)c(OC)cc5N(C)C4[C@@](O)(C(=O)OC)[C@@H]1OC(C)=O)C32 (some centres not stated)	5	-4	3	-0.8	0	1	1	4	18
COC(=O)C1=C(c2ccc(OC(F)(F)F)cc2)C[C@@H]2CC[C@H]1N2C(=O)NCCOc1ccccc1Cl	/	4	0	11*	/	-3	9	-3	0
CCOC(=O)C(O)(c1ccc(NC(=O)NC2CCCCC2)cc1)C(F)(F)F (configuration not stated)	0	-6	1	-0.6	-2	-2	0	4	8
COc1c2c(cc3c1OCO3)CCN(C)C2	-8	1	0	1.3	-1	7	1	6	-13
C/C(=C/C=C/[C@@H](C)C(=O)O)[C@H]1CN[C@H](C(=O)O)[C@H]1CC(=O)O	-2	-2	0	3.4	-7	/	-2	6	-21
Cc1cc(C)c(-n2c(O)c(/C=N/N3CCCCC3c3cccnc3)c(=O)[nH]c2=O)c(C)c1 (configuration not stated)	-3	11	6	0.1	-3	-15	-1	11	15
CC/C(=N\Nc1ccccc1)c1c(O)n(-c2ccccc2)c(=O)[nH]c1=O	0	-12	0	0.1	0	/	-2	-3	9
COc1ccc(C(=O)C2CCCN(C3CSCCSC3)C2)c(C)c1 (configuration not stated)	-2	-7	0	1.0	-1	6	3	0	27
C[C@@H]1CN(C2CCC(C#N)(c3ccc(F)cc3)CC2)CC[C@]1(C(=O)O)c1ccccc1 (some centres not stated)	6	8	5	0.3	-1	/	1	4	43
COC(=O)C1=C(c2c(C)noc2C)C[C@@H]2CC[C@H]1N2C(=O)N1CCCCC1	/	2	0	2.7	/	4	2	-1	-7
Cc1cc(O)c(CN2CCN(c3ccccc3)CC2)cc1C	-5	-1	0	3.3	0	-4	0	3	30
CCN1C[C@@]2(COC)C3[C@@H](OC)[C@H]4[C@@H]1[C@@]3(C1C[C@@]3(O)[C@H](OC(=O)c5ccccc5)C1[C@]4(OC(C)=O)[C@@H](O)[C@H]3OC)[C@@H](OC)C[C@H]2O (some centres not stated)	7	5	4	-0.4	-3	13	-1	-3	-20
Cc1cccc(NP(=O)(Oc2ccccc2F)Oc2ccccc2F)c1C	-4	-8	0	-1.7	4	-4	-2	10	2
Cc1ccc2c(c1)C1CN(C)CCC1N2C(=O)/C=C/c1ccc2c(c1)OCO2 (configuration not stated)	-7	-9	64*	7.2	3	10	-4	-4	10
CC1(C)C[C@H]2C=C(C=O)[C@]3(C=O)C[C@]3(C)[C@H]2C1	-2	4	9	4.0	17*	-10	1	1	65*
COc1ccc(Cl)cc1C(=O)C1CCCN(Cc2cnc(C)s2)C1 (configuration not stated)	2	-3	3	0.8	-2	-11	-2	-2	1
CCOc1cc2c(cc1OCC)-n1cccc1C(c1c(O)cccc1OC)NC2 (configuration not stated)	-5	13	0	2.7	-2	7	-1	-16	24
Clc1ccccc1CN1CCN(c2ccccc2)CC1	2	0	0	-0.8	0	14	0	0	22
CC(C(=O)c1cn(C)c2ccccc12)c1ccccc1 (configuration not stated)	3	-1	0	3.4	0	-3	-3	-3	7
CN1CCN(c2ccc([N+](=O)[O-])c(Sc3ccccn3)c2)CC1	0	-6	1	0.9	0	-17	-2	-10	18

Continued.
SMILES	core dimer inh	proCasp7 act	GRK2 inh	PP5 primary	Fh CTSL1 inh	GASC-1 inh	PP1 inh	proCasp3 act	VLA-4 inh
CC1CCC(C(=O)NC(C(=O)N2CCC3(CC2)OCCO3)C(C)C)CC1 (configuration not stated)	2	3	0	-2.4	2	0	-2	-11	-88
Cc1ccsc1CNCCc1ccc(F)cc1	-13	8	0	-2.1	0	-7	-2	-7	-1
O=C(Cc1ccccc1[N+](=O)[O-])N1CCN(Cc2ccc3c(c2)OCO3)CC1	2	0	2	-9.2	13	25	-6	-6	-9
CC(=O)OC1CC[C@@]2(C)C(=CC(=O)C3C4CCC(OC(C)=O)[C@@]4(C)CCC32)C1 (some centres not stated)	0	3	1	0.6	-5	-6	-6	-12	-2
Cc1nc2ccc(P(=O)(O)O)cc2s1	6	0	7	2.3	-2	10	0	-11	-18
Cc1ccc2ccccc2c1NC(=O)CNC1CCCCC1	5	5	0	-0.9	0	-1	-2	0	-5
CC(C)Cc1nnc(NC(=O)CCC(=O)N2CCC3(CC2)OCCO3)s1	-3	-4	1	-0.7	-1	-2	-4	-11	5
CCCCC/C=C\C/C=C\C/C=C\C/C=C\CCCC(=O)Nc1ccc(O)cc1	4	5	2	2.8	8	-5	0	-4	3

Whole records, looked up by structure. Order of screens: core dimer inh, proCasp7 act, GRK2 inh, PP5 primary, Fh CTSL1 inh, GASC-1 inh, PP1 inh, proCasp3 act, VLA-4 inh
COC(=O)C1=C(c2ccc(Cl)c(C(F)(F)F)c2)C[C@@H]2CC[C@H]1N2C(=O)N1CCOCC1 across the screens: /, 2, 0, -0.5, /, 0, -3, -2, -11
Cc1cc(C)c(-n2c(O)c(/C=N/N3CCCCC3c3cccnc3)c(=O)[nH]c2=O)c(C)c1 (configuration not stated) across the screens: -3, 11, 6, 0.1, -3, -15, -1, 11, 15
CC(C)OC(=O)Cc1ccccc1 across the screens: /, 6, 0, 0.1, /, 4, -5, 4, 18
COc1ccc(CC(C)Nc2cccc(F)c2)cc1 (configuration not stated) across the screens: 10, 4, 3, 1.9, 5, -11, -1, 3, 1
O=C(c1cccc(C(F)(F)F)c1)N1C[C@H]2C[C@@H](C1)c1cccc(=O)n1C2 across the screens: -4, 3, 0, 1.9, -2, i, -2, -4, 1

The list is partial; rates above refer to the full screens.
